Screens from PubChem BioAssay.
DT40 TDP1 no CPT: qHTS for Inhibitors of human tyrosyl-DNA phosphodiesterase 1 (TDP1): qHTS in cells in absence of CPT. Potency, µM (highest dose often 46.2 µM), for inactives: at the highest dose activity change, negative = growth inhibition, usual class: inhibitors. DT40 Tdp1-/- hTDP1 cells, no CPT, ATP luminescence, 48 h. 15% of 420,000 active; note: nearly all actives have a fitted effect of over 55% in size
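Luminescent ATP content (CellTiter-Glo) served as the growth readout. Knockout chicken DT40 cells expressing human TDP1 were exposed to compounds without camptothecin for a minimum 48 hr at 37 °C.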
KAT2A inh: qHTS Assay for Inhibitors of GCN5L2 | Histone acetyltransferase KAT2A (Homo sapiens), Q92830 | GCN5L2 HAT assay, ThioGlo1 CoA-SH fluorescence | 0.21% of 390,000 active | Potency, µM (doses to about 58.9 µM), for the others: top-dose activity change, negative = inhibition, most hits filed as inhibitors
Target sequence (Q92830 whole entry, looked up): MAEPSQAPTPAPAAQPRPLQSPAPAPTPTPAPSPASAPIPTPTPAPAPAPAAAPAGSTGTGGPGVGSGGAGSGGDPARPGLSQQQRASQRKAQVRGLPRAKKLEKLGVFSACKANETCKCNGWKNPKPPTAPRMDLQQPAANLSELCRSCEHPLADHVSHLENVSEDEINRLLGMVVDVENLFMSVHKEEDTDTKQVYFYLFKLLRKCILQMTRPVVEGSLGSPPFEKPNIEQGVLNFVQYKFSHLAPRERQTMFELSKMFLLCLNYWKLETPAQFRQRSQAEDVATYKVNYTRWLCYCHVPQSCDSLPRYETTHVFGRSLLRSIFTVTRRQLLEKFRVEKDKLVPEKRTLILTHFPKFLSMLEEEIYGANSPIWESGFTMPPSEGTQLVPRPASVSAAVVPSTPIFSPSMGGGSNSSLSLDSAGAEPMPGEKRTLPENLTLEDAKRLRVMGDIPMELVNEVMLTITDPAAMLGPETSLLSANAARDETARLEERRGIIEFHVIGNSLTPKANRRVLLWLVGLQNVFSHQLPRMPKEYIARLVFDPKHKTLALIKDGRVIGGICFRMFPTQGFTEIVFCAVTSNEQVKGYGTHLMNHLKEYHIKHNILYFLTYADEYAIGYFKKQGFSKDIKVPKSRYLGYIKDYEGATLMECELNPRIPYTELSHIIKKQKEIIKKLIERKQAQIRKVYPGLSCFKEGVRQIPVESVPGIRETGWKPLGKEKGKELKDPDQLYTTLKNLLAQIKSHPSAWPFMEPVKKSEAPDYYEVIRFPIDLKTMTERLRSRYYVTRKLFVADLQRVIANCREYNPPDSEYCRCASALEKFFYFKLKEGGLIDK
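Titration-based screen in which CoA formation is detected via maleimide probe ThioGlo1 (50uM) turning fluorescent on thiol reaction; substrates H3(1-25) 75uM and acetyl-CoA 70uM, GCN5L2 20nM, 20 min incubation at room temperature.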
TDP1 cell CPT: qHTS for Inhibitors of human tyrosyl-DNA phosphodiesterase 1 (TDP1): qHTS in cells in presence of CPT | chicken DT40 Tdp1-/-;hTDP1 cells + 20 nM CPT, ATP luminescence, 48 h | Potency, µM (series often up to 46.2 µM), for inactives: at the top dose activity change, negative = growth inhibition, usual class: inhibitors | 12% of 420,000 active | AID 686979, 2013; note: nearly all actives have a fitted effect of over 55% in size
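Cell growth measured by CellTiter-Glo luminescence after a minimum 48 h, 37 C compound exposure with 20 nM CPT in Tdp1-knockout DT40 cells stably expressing hTDP1, seeded 400/well; qHTS titration format.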
* = called active by the depositor; u = inconclusive; x = no result given; & = joins results of further samples; [ ] = dose if it differs, or a comment. Calls come from the whole dose curve; as a rule, active = well fitted curve in the direction sought with a large enough effect; inconclusive = small, poorly fitted or top-dose-only effect, or another doubt; inactive = no such curve, though single readings can be large; an effect the other way counts as inactive or inconclusive. % is set by controls: 0 for no effect and ±100 for the full control effect; potency is the fitted concentration of half-maximal effect. Only part of the results is shown; count on the stated rates, not on these rows.

SMILES	DT40 TDP1 no CPT	KAT2A inh	TDP1 cell CPT
O=C1Nc2ccc(F)cc2C12Nc1ccccc1-c1nnc(SCc3ccccc3F)nc1O2 (centres undefined)	u	2%	u
CC1=CC(C)(C)N(C(=O)CNC2CCCC2)c2cc(C)ccc21	26µM*	-1%	u
COc1cccc(/C=C2\SC(=S)N(CC(=O)N(C)C3CCS(=O)(=O)C3)C2=O)c1 (centres undefined)	-1%	-16%	u
CC[C@@]1(c2cccc(C)c2)C(=O)N(C(=O)OC)N1C(=O)OC	18µM*	1%	18µM*
CC(=O)c1ccc(N=Nc2c(C)[nH][nH]c2=O)cc1	u	x	-17%
CCOc1cc(/C=C2\C(=N)N3N=C(N4CCCCC4)SC3=NC2=O)ccc1OC(=O)c1ccco1	-19%	31%[activator]	-1%
Cc1cc(NC(=O)c2cc(C)on2)no1	-3%	-4%	-20%
CSc1ccc(CCNC(=O)C2CCCN(S(=O)(=O)N(C)c3ccc(F)cc3)C2)cc1 (centres undefined)	9.2µM*	-2%	6.5µM*
CCc1ccc(C(=O)c2cn(CC(=O)Nc3ccc(OC)c(Cl)c3)c3nc(C)ccc3c2=O)cc1	u	-17%	-22%
Cc1ccccc1OCC(=O)N(Cc1ccc(N(C)C)cc1)CC1CCCO1 (centres undefined)	21µM*	-4%	u
Cc1cc(C(F)(F)F)nc(SCC(=O)Nc2ccccc2)n1	-14%	-2%	-8%
Cc1ccnc(NCc2ccc(Br)cc2)c1	-27%	1%	u
CCCOc1ccc(C2c3c(oc4cc(C)c(C)cc4c3=O)C(=O)N2CCCN2CCOCC2)cc1 (centres undefined)	-20%	-9%	-6%
O=C(CN1CCN(S(=O)(=O)c2cc(Cl)ccc2Cl)CC1)Nc1ccc2c(c1)OCCO2	u	-27%	u
CCOC(=O)c1nn(-c2ccccc2)c2nc(-c3ccc(OC)cc3)c(C#N)c(=O)n12	-18%	-5%	-24%
CC(=O)c1ccc(NC(=O)c2c3c(nc4ccccc24)C(=O)N(C2CCCCC2)C3)cc1	21µM*	-11%	21µM*
OC[C@@H]1CN(Cc2ccc(F)cc2)C[C@H](n2cnc3c(NCc4ccco4)ncnc32)O1	u	x	-12%
O=C(Nc1ccc([N+](=O)[O-])cc1Cl)c1cc(Br)ccc1O	0.45µM*	x	0.79µM*
COc1ccc(CCNC(=O)c2cccn2C)cc1	-13%	-4%	-17%
Cc1ccccc1Nc1c(-c2ccc(Cl)cc2)nc2c(C)cccn12	-25%	-8%	u
Cc1ccc(OCC(=O)NC(=S)Nc2cccc(C)n2)cc1	-8%	-1%	10%
COC(=O)C1C(=O)CC(C)(O)C(C(=O)OC)C1c1ccc2c(c1)OCO2 (centres undefined)	-1%	-2%	-9%
C=CCn1c(COc2cccc(C)c2)nnc1SCC(=O)c1c[nH]c2c(CC)cccc12	12%	2%	9%
COc1ccc(C(=O)C[N+]2(C)CCOCC2)cc1	2%&-3%	-6%[0.501 µM]	-1%&-18%
CC(C)C(=O)NC(=S)NCC(=O)c1ccccc1	-8%	-7%	-4%
COCCN(CC(=O)Nc1cccc(C)c1C)C(=O)C1(c2ccc(Cl)cc2)CCC1	u	-3%	u
COc1ccc(C(C(=O)NCC2CCCO2)N(C(=O)Cn2nnc3ccccc32)c2ccc(NC(C)=O)cc2)cc1 (centres undefined)	-11%	-4%	2%
NS(=O)(=O)c1ccc(CCNC(=O)CSc2nc3ccccc3c(=O)n2CCN2CCOCC2)cc1	-11%	-5%	-9%
Cc1nn(CC(C)C)c(Cl)c1C(=O)N(C)CC(=O)Nc1c(Cl)cccc1Cl	-17%	-10%	-11%
Cc1cccc(-n2ccc(=O)c(C(=O)Nc3ccc(S(=O)(=O)Nc4nccs4)cc3)n2)c1	12%	-14%	3%

An excerpt from above in order of number of heavy atoms, descending:
SMILES	DT40 TDP1 no CPT	KAT2A inh	TDP1 cell CPT
NS(=O)(=O)c1ccc(CCNC(=O)CSc2nc3ccccc3c(=O)n2CCN2CCOCC2)cc1	-11%	-5%	-9%
Cc1cccc(-n2ccc(=O)c(C(=O)Nc3ccc(S(=O)(=O)Nc4nccs4)cc3)n2)c1	12%	-14%	3%
Cc1nn(CC(C)C)c(Cl)c1C(=O)N(C)CC(=O)Nc1c(Cl)cccc1Cl	-17%	-10%	-11%
Cc1ccc(OCC(=O)NC(=S)Nc2cccc(C)n2)cc1	-8%	-1%	10%

(further entries)
SMILES	DT40 TDP1 no CPT	KAT2A inh	TDP1 cell CPT
CCc1cc(-c2[nH]ncc2-c2nc3ccccc3n2C)c(O)cc1O	u	-1%	-20%
O=C1NCN(CCO)CN1	-15%	-3%	0%
CC(C)(C)n1nc2c(c1NC(=O)COc1ccccc1F)CS(=O)(=O)C2	-5%	-1%	0%
O=C(COC(=O)/C=C/c1ccc(C(F)(F)F)cc1)Nc1ccc2[nH]c(=O)[nH]c2c1	-13%	1%	-26%
Cc1ccc(N2C(N)=C(C#N)C(c3cccnc3)C3=C2CCCC3=O)cc1 (centres undefined)	u	2%	u
CCOc1ccccc1NS(=O)(=O)c1ccc(N2CCCCS2(=O)=O)cc1	u	-14%	u
Cc1cccc(-n2ccnc2SCC(=O)Nc2nc3ccccc3s2)c1	23µM*	-11%	u
CCC1CCc2sc(C(=O)NNC(=O)c3ccncc3)cc2C1 (centres undefined)	-21%	-5%	4%
CC(C)CNC(=O)C1(C)CCCN1C(=O)C(C)(C)Oc1ccc(Cl)cc1 (centres undefined)	16µM*	x	u
COc1ccc(C)c2sc(N(CCN(C)C)C(=O)/C=C/c3cccs3)nc12	u	0%	u
CSc1ccc(S(=O)(=O)NCc2ccccc2)cc1	-20%	-1%	-20%
OC(COc1ccc(F)cc1Cl)CN1CCC(Cc2ccccc2)CC1 (centres undefined)	21µM*	-3%	u
FC(F)(F)c1cc(Oc2ccccc2Cl)nc(-c2ccccn2)n1	u	-14%	u
COCc1nnc(NS(=O)(=O)c2ccc(Br)cc2)s1	-29%	-5%	-8%
Cc1ccc(NCc2ccccc2F)cc1	u	0%	u
CNc1oc(-c2ccc(COc3ccc(C)cc3)o2)nc1C#N	-22%	0%	-13%
COc1ccc(Nc2c(-c3ccccn3)nc3ccc(Cl)cn23)cc1	1.6µM*	-3%	12µM*
COc1ccc(CNc2ccnc(-c3cccnc3)n2)c(OC)c1	u	-11%	23µM*
Cc1onc(-c2ccccc2)c1C(=O)N1CCCN(C(=O)c2c(-c3ccccc3)noc2C)CC1	-29%	u	-23%
CCn1cc(S(=O)(=O)CC(=O)Nc2cc(C)ccc2C)c2ccccc21	-3%	-6%	-14%
CC1COc2ccccc2N1S(=O)(=O)c1cc(Cl)ccc1Cl (centres undefined)	u	0%	-22%
CCC(CO)Nc1ccc(-c2n[nH]c(=O)c3ccccc23)cc1[N+](=O)[O-] (centres undefined)	-22%	8%	u
Nc1nc(N2CCN(C(c3ccccc3)c3ccccc3)CC2)n[nH]1	u	3%	1%
N#Cc1c(N)nc2c(c1N)CC(C(F)(F)F)O2 (centres undefined)	u	-2%	1%
COc1ccc(OC)c(-c2cc(Cl)c3c(c2)CC(CNC(=O)c2cccnc2SC)O3)c1 (centres undefined)	u	x	3%[9.04 µM]
Cc1ccn2c(NCc3ccco3)c(-c3ccccc3)nc2c1	11µM*	x	u
CCCc1cc(=O)[nH]c(SCC(=O)c2ccc3c(c2)OCCO3)n1	-8%	0%	-9%
O=C(Oc1ccccc1F)C1CCN(C(=O)c2ccc(F)cc2)CC1	-20%	-8%	2%
Cc1ccc(C(=O)c2cn(-c3ccc(F)c(Cl)c3)nn2)cc1	-22%	-3%	u
O=S(=O)(NCCN1CCCC1)c1ccc(Br)cc1	-1%	-5%	-14%

5 neighbouring records from above, quoted:
SMILES	DT40 TDP1 no CPT	KAT2A inh	TDP1 cell CPT
Cc1ccn2c(NCc3ccco3)c(-c3ccccc3)nc2c1	11µM*	x	u
CCCc1cc(=O)[nH]c(SCC(=O)c2ccc3c(c2)OCCO3)n1	-8%	0%	-9%
O=C(Oc1ccccc1F)C1CCN(C(=O)c2ccc(F)cc2)CC1	-20%	-8%	2%
Cc1ccc(C(=O)c2cn(-c3ccc(F)c(Cl)c3)nn2)cc1	-22%	-3%	u
O=S(=O)(NCCN1CCCC1)c1ccc(Br)cc1	-1%	-5%	-14%

Continued:
SMILES	DT40 TDP1 no CPT	KAT2A inh	TDP1 cell CPT
O=C(N/N=C\c1ccc2c(c1)OCO2)c1cncc(Br)c1	-8%	-13%	-6%
CCCCc1c(O)n2c(nc3ccccc32)[nH]c1=O	-17%	-2%	-24%
Cc1cccc(N2CCN(C(=O)CCCn3c(=O)[nH]c4ccsc4c3=O)CC2)c1C	u	-2%	21µM*
Cc1ccc(N(C)C(=O)CCS(=O)(=O)c2cc3c(cc2Cl)NC(=O)CO3)cc1	-22%	u	-22%
N#Cc1ccccc1NC(=O)COC(=O)/C=C/c1cn(-c2ccccc2)nc1-c1ccc(Cl)cc1	u	-10%	u
Cc1ccc(-c2nc(CS(=O)(=O)CC(=O)NCCc3ccccc3)c(C)o2)cc1	-21%	-7%	-1%
CCC(C)c1ccccc1N1CC(C(=O)Nc2ccc(N3CCOCC3)cc2)CC1=O (centres undefined)	-7%	0%	-13%
CCc1nc2ccc(C(=O)NCCCn3ccnc3)cn2c1N(C)CCC(C)C	u	x	u
CCN(CC)CCCNC1=C(Cl)C(=O)c2ccccc2C1=O	4.1µM*	-3%	3.3µM*
Cc1cc(C)c2cc(CNC3CCCC3)c(Cl)nc2c1	u	-26%	u
Cc1cccc(C(=O)N[C@H](C(=O)Nc2ncc(C)s2)C(C)C)c1	u	-1%	u
Cc1cccc(NC(=O)COC(=O)c2ccc(C)c(S(=O)(=O)N3CCCCC3)c2)c1	u	-9%	u
NC(=O)C1CCCN(Cc2ccc3ccccc3c2)C1 (centres undefined)	-2%	-9%	3%
CC1(C)CC(=Cc2ccccc2[N+](=O)[O-])C(=O)c2ccccc21	16µM*	x	-30%
CCOC(=O)C1(Cc2cccc(F)c2)CCN(Cc2cnn(CC)c2)CC1	u	1%	-24%
Cc1cccc(OCCCn2ccnc2)c1	u	-18%	21µM*
NCCCCc1cn(CC(=O)N2CCNCC2)nn1	4%	-6%	22%
O=C(COC(=O)C1CC2C=CC1C2)Nc1ccccc1[N+](=O)[O-] (centres undefined)	u	-3%	u
Cc1c(C(=O)N(C)c2ccccc2)oc2c1C(O)CC(C)(C)C2 (centres undefined)	u	-2%	u
COc1cccc(COC(=O)C2CC(=O)N(Cc3ccc(C)cc3)C2)c1OC (centres undefined)	1%	-6%	8%
COc1cc(/C=C2/C(=N)N3C=CSC3=NC2=O)ccc1OCCCOc1ccccc1C	u	-4%	u
COC(=O)Cc1ccc(NC(=S)N2CCC(Cc3ccccc3)CC2)cc1	u	-4%	-29%
COc1cc(C(=O)NNC(=S)NC(=O)/C=C/c2ccccc2)cc(OC)c1OC	u	-6%	16µM*
COc1cccc(C(=O)Nc2cc3c(cc2Cl)OCCCO3)c1	-24%	2%	-7%
Cc1ccc(-c2ccc(/C=N/NC(N)=S)o2)cc1	4.1µM*	-14%	2.9µM*
CCCC(=O)Nc1ccccc1NC(=O)c1ccc(OC(C)=O)cc1	1%	-5%	-4%
CCOC(=O)CCCCCC(=O)Nc1ccc2c(c1)C(=O)N([C@@H](C)CO)C[C@H](C)[C@H](CN(C)S(=O)(=O)c1ccc(OC)cc1)OCCCC[C@H](C)O2	1%	x	-25%
CN(C(=O)C(=O)Nc1ccc2nc3n(c(=O)c2c1)CCCCC3)c1cccc(C(F)(F)F)c1	-1%	-5%	4%
COc1cc(-c2n[nH]c(=S)n2-c2ccccc2C(F)(F)F)cc(OC)c1OC	-28%	-3%	-15%
O=C(NCCCN1CCOCC1)c1ccco1	1%	1%	10%
O=C(NN=Cc1ccccc1C(=O)O)c1cccc(S(=O)(=O)Nc2cccc(C(F)(F)F)c2)c1	20%	-6%	-5%
C=CCOc1ccc(C2C(C(=O)c3ccco3)=C(O)C(=O)N2CCCN(CC)CC)cc1 (centres undefined)	-15%	-9%	u
CCOc1ccc(NC(=O)c2ccc3c(c2)N(Cc2ccc(F)cc2)C(=O)CS3=O)cc1 (centres undefined)	-21%	-5%	u
O=c1nccc(N/N=C/c2ccccc2O)[nH]1	0.33µM*	-2%	0.23µM*
CCCCn1c(SCC(=O)NC2CCCC2)nnc1-c1ccco1	-6%	2%	1%
Cc1cccc(NC(=O)c2ccc3nc(CCc4ccccc4)oc3c2)c1C	u	15%	18µM*
